MITF TRPM1 inh = reduces MITF-dependent TRPM1 promoter luciferase signal; SK-MEL-5 TRPM1 promoter luciferase, 24 h; inhibition, % at 12.5 µM; 330,000 compounds, 0.83% hits;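 active = mean inhibition across replicates of 60% or more, whatever share of single replicates reaches that level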; note: values of inactives mirror those of a sister screen read the other way
HIF-2a inh = HIF-2a inhibition. 360,000 compounds, 0.72% hits. inhibition, % at 18.8 µM. 786-0 RCC cells HIF-2a reporter, luciferase luminescence, overnight;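 active = inhibition of the luminescence signal of 40% or more relative to plate controls, in a single-dose primary screen at 18.75 µM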
NR2E3 ag-1 = activates human photoreceptor nuclear receptor NR2E3 | inhibition of corepressor binding, % at 4.78 µM | AID 2300 | 320,000 compounds, 0.12% hits | GST-NR2E3/biotin-RetCOR TR-FRET, 1536-well;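 active = percent inhibition above the cutoff of mean plus 3 SD of all tested compounds, set per screening campaign, cut at about 20% in these data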;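 note: 0% = DMSO wells and 100% = biotin wells as full block of FRET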
Target sequence (Q9Y5X4 whole entry, looked up): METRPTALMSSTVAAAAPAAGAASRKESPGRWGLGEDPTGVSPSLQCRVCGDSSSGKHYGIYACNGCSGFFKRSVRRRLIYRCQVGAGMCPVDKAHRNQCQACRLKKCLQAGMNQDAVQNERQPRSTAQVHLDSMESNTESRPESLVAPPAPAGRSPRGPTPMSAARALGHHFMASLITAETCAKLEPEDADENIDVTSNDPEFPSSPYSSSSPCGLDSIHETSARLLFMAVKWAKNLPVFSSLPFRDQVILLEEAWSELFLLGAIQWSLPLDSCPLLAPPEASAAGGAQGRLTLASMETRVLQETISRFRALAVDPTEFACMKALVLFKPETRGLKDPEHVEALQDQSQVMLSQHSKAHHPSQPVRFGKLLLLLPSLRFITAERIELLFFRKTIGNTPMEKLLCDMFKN
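Material: NR2E3–RetCOR corepressor complex / Amount: 1.35 nM GST-NR2E3 / Medium: Tris pH 7.5 / Compound: single nominal compound dose of 4.8 µM / Incubation: 5 h at 4 °C / Technique: TR-FRET, Eu(K)-anti-GST donor, streptavidin-D2 acceptor, ex 340, em 617/671 nm / Read-out basis: percent loss of FRET ratio relative to control wells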
aDG glyco act = increases alpha dystroglycan glycosylation; Pro5-aDG cells, alpha-DG glycosylation AlphaScreen (IIH6); 0% Pro5, 100% B10-LARGE cell signal; activation, % at 10 µM; 360,000 compounds, 0.22% hits; AID 624168;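 active = activation of at least 8% versus controls, or a plate z-score of at least 8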;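 note: Pro5 are CHO cells carrying HIG-tagged alpha-DG that lacks glycosylation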
Vif inh = blocks HIV Vif function; HEK293T cells, Vif self-association by quenched fluorescence, imaging, 24 h; inhibition, % at 7.49 µM; 340,000 compounds, 0.35% hits; AID 602346; in the data active = inhibition above about 50%, passing the limit was not always enough; note: some results filed as inactive read as strong as hits
PDI turbidity = blocks human protein disulfide isomerase activity; P07237; PDI insulin aggregation turbidity, A650, 90 min; inhibition, % at 10 µM; 350,000 compounds, 0.052% hits; AID 588391;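 active = mean inhibition across replicates of 30% or more, whatever share of single replicates reach that level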;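 note: absorbance from insulin aggregation driven by PDI reduction with DTT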
Target sequence (P07237 whole entry, looked up): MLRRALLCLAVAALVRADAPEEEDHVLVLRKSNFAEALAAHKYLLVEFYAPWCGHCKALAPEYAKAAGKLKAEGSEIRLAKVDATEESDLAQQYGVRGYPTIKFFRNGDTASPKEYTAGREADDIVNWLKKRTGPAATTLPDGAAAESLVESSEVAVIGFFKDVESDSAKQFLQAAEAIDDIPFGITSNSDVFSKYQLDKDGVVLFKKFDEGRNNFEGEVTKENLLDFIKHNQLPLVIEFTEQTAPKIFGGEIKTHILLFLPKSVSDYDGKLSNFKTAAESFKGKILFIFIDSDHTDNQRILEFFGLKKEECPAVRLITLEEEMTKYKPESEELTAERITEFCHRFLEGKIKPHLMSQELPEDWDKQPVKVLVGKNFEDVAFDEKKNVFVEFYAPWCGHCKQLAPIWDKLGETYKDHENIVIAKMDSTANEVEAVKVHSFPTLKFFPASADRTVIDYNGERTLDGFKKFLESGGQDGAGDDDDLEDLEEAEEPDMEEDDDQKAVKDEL
NR2E3 ag-2 = agonists of human NR2E3 nuclear receptor | Q9Y5X4 | CHO-S Gal4-NCOR/VP16-NR2E3 two-hybrid, luciferase | inhibition of corepressor binding, % at 3.98 µM | 360,000 compounds, 0.35% hits | AID 602229;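 active = inhibition above the mean of all tested compounds plus 3 SD, cut at about 70% in these data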;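 note: 0% = DMSO with NR2E3 transfected cells and 100% = cells lacking NR2E3 construct; higher means lower luciferase signal from less NR2E3 corepressor binding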
CaV13 ICDI inh = Disruptors of the CACNA1D IQ motif to Ca2+-dependent inactivation inhibitor domain association, primary screening, Förster resonance energy transfer in intact living …; inhibition, % at 12.3 µM; HEK cells, CFP/YFP FRET ICDI-IQ, plate reader, 10 min; percent FRET-ratio fall versus neutral wells; 340,000 compounds, 0.098% hits;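 active = mean replicate inhibition of at least 30% and at least 1% of replicates passing that level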;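 note: 0% = median of the neutral control wells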
Peg3 promoter = Peg3 promoter activity inhibition; HeLa PEG-Prom luciferase reporter, luminescence, overnight; inhibition, % at 20 µM; 360,000 compounds, 1.7% hits;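 active = inhibition of at least 50% at 20 µM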
Exocytosis inh = blocks lytic granule exocytosis | 360,000 compounds, 0.66% hits | inhibition, % at 10 µM | TALL-104 LAMP-1 surface exposure, flow cytometry; cells stimulated with thapsigargin and PMA;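 active = inhibition above about 55%, limit read from the data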
hiPSC survival = enhancers of human iPSC single-cell survival | hiPSC single-cell survival, ATPlite luminescence; 100% = ROCK inhibitor wells, 0% = DMSO | survival enhancement, % at 20 µM | 360,000 compounds, 0.044% hits | AID 602274; in the data active = survival enhancement above about 18%;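 note: cells exposed to compounds for 16 hours before the ATP read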
Active calls of the source: *; . = not tested or not shown. Outcome played no part in choosing rows. About 3.5% of those tested had a hit in this group.

Under each structure: MITF TRPM1 inh, HIF-2a inh, NR2E3 ag-1, aDG glyco act, Vif inh, PDI turbidity, NR2E3 ag-2, CaV13 ICDI inh, Peg3 promoter, Exocytosis inh, hiPSC survival
> O=C(CSc1nnc(Cc2ccccc2)o1)c1ccc2c(c1)OCO2
    4, -41, 2, 0.0, 5, 0, -10, -2, -39, 6, -0.4
> COc1ccc(NC(=O)CN(C)C(=O)c2ccc3c(c2)NC(=O)CS3)cc1
    1, 10, 5, 0.1, 1, -5, -27, -5, 15, -3, 0.7
> COC(=O)C1=C(C)N(C)C(=O)NC1c1cccc2ccccc12 (configuration not stated)
    2, 12, 1, 0.0, -7, 6, -14, 3, 5, -3, -0.6
> CN(c1ccc(C(=O)NCC2CCCO2)cc1)S(=O)(=O)c1ccc(Cl)cc1 (configuration not stated)
    ., 9, ., -0.5, 8, 7, -32, -5, 9, -8, 0.4
> CCNc1c(NS(=O)(=O)c2ccc(OC)cc2)c(=O)oc2ccccc12
    -12, -48, 0, -0.2, 28, 6, -19, -7, 1, 11, -0.1
> Cc1ccnc(NC(=O)C(C)N2C(=O)c3ccccc3S2(=O)=O)c1 (configuration not stated)
    6, 17, 0, 0.3, 2, 15, -4, -12, -12, -4, 0.1
> Cc1ccc(-n2c(=O)c3c4c(sc3n3c(=S)[nH]nc23)CCC4)cc1
    -1, 29, 3, 1.1, ., -1, -7, -20, 17, -5, 0.5
> CCCSC1=C(C#N)C(c2ccccc2OCC)CC(=O)N1 (configuration not stated)
    22, 4, -4, 0.0, -9, 7, -21, -6, 4, 1, 3.0
> Cc1ccc(Sc2c(CO)c(-c3ccccc3)nn2C)cc1
    5, 7, -2, 0.2, 4, 3, 10, -7, -5, -5, -1.7
> COc1ccccc1NC(=O)Cn1c(=O)c(N(C)C)c(N)n(C)c1=O
    3, 5, 0, 0.2, 15, 4, -14, -2, 0, -3, -0.7
> CC(=O)c1cccc(N(C(=O)CNC(=O)c2ccco2)C(C(=O)NC2CCCC2)c2ccco2)c1 (configuration not stated)
    -12, 14, -1, 0.0, 3, 2, -4, -7, 0, 2, 0.6
> Cc1ccc(C(=O)OCC(=O)NC2CCCc3ccccc32)o1 (configuration not stated)
    -5, 2, 3, 0.1, 12, -2, 28, -5, 8, 6, -2.0
> O=C(NCCc1ccccc1)c1ccc(Cl)c(S(=O)(=O)N2CCOCC2)c1
    1, -90, ., -0.3, -7, 13, -14, ., -33, 2, -0.5
> Cc1ccc(N(CCC#N)C(=O)COC(=O)c2cc(C)no2)cc1
    -7, 7, -2, 0.0, 13, -2, -7, -6, 0, 0, -0.4
> Cc1cn([C@H]2C[C@H](O)[C@@H](/C=C/C(=O)NCC(c3ccccc3)c3ccccc3)O2)c(=O)[nH]c1=O
    ., 13, ., 0.0, -3, ., -18, -5, -2, 0, -2.2
> Cn1c(=O)[nH]c(=O)c2c1nc(N/N=C/c1ccncc1)n2Cc1ccc(Cl)cc1
    ., 15, 3, 0.5, -1, -4, -18, 0, -9, 5, -0.8
> CCOC(=O)C1CCCN(C(=O)CCNS(=O)(=O)c2ccc(Br)cc2)C1 (configuration not stated)
    1, 0, -2, 0.0, 7, -2, -10, -6, 15, -2, 4.3
> O=C(CSc1ccc(Cl)cc1)NNC(=O)c1ccco1
    -9, 16, 0, 0.2, -1, -3, -33, ., 19, -1, 2.0
> NC(=O)CSc1nnnn1CC(CC(=O)O)c1ccccc1 (configuration not stated)
    -4, 6, -2, -0.3, 3, -2, -12, -2, 6, 3, 5.1
> O=C(NCc1cccnc1)c1ccc(COc2ccccc2Br)o1
    2, -66, 1, 1.4, ., 2, -3, -9, -37, 6, -0.6
> c1ccc(-c2nc3c4ccccc4ccn3c2Cc2ccsc2)cc1
    ., -186, ., -0.2, ., ., -54, ., -107, -4, -2.4
> COc1cccc(/C=C2\SC(=S)N(c3cccnc3)C2=O)c1OC
    6, 5, -2, -0.2, 4, 10, -11, -7, 16, 6, -0.4
> CC(=O)c1cn(N(C)c2ncc(C(F)(F)F)cc2Cl)c(=O)[nH]c1=O
    -9, 13, 4, -0.1, 7, -29, 11, 3, 10, -1, -0.1
> CN(C)S(=O)(=O)c1cccc(NC(=O)NCCCl)c1
    -14, 14, -3, 0.4, -2, 3, 11, -14, -2, 1, -0.1
> O=C(CC1SC(N2CCOCC2)=NC1=O)Nc1ccccc1F (configuration not stated)
    -4, -4, ., 0.9, 11, -6, 23, -5, -18, -4, -0.3
> COc1ccccc1CN(Cc1nc2ccccc2c(=O)[nH]1)S(=O)(=O)c1ccc2ccccc2c1
    42, 9, -1, -0.3, -12, -6, -15, -6, 58*, 1, -3.1
> O=C(c1ccc2snnc2c1)N1CCCCC1
    9, 15, 2, -0.1, 14, -11, 8, ., -7, -5, 1.4
> O=C(CCC(=O)N1CCc2ccccc2C1)NCCc1ccc(Cl)cc1
    -8, 5, -3, -0.1, -1, -3, -8, 1, 18, -1, 0.3
> OCCSc1c(F)c(SCCO)c(SCCO)c(F)c1SCCO
    10, 0, 3, -0.3, 1, 4, 0, -6, -2, -2, 0.2
> CCCCN(CC)C(=O)CSc1nc2ccccc2c(=O)n1CC1COc2ccccc2O1 (configuration not stated)
    11, 10, 1, 0.1, 2, -4, -21, -6, 31, 9, 0.8
> Cc1c(NC(=O)C(C)OC(=O)c2c3c(nc4ccccc24)CCC(C)C3)c(=O)n(-c2ccccc2)n1C (configuration not stated)
    4, 19, 2, -0.1, -5, 3, -9, -6, 20, -4, -0.3
> COc1ccc(N2CCN(C(=O)c3csc4ccccc34)CC2)cc1
    8, 6, 2, -0.3, -9, 7, 6, -4, -1, -3, 4.1
> C=CCOc1ccc(/C=N/NC(=O)C2CCCC2)cc1OCC
    3, 12, ., 0.2, -38, 1, 24, -6, 12, -3, -0.2
> Cc1ccc(NC(=O)COc2cccc3ccc(C)nc23)c(Br)c1
    -12, -11, 1, 0.2, -4, -6, 17, -4, -18, 3, 3.5
> CN(C)Cc1ccccc1C1(O)c2ccccc2CSc2ccccc21 (configuration not stated)
    -7, 23, -1, 0.8, 7, 5, -15, 0, 29, -4, -1.8
> Cc1ccc2c(c1)C1CN(C)CCC1N2C(=O)c1ccccc1NS(=O)(=O)c1ccc(F)cc1C (configuration not stated)
    9, 5, 0, -0.2, 4, -1, -14, -6, 15, 2, -1.3
> CCOC(=O)/C(=N\Nc1cccc(C(F)(F)F)c1)N1CCOCC1
    -13, -1, 0, -0.2, -4, 0, -13, 7, -8, 1, 1.3
> O=C(COc1cccnc1[N+](=O)[O-])Nc1ccc2c(c1)CCC2
    -3, -131, -3, -0.1, 1, -3, 14, -2, -82, -6, -0.5
> CC(C)C(NC(=O)c1ccco1)C(=O)NCC(c1ccco1)N(C)C (configuration not stated)
    0, 14, 1, -0.1, 2, -1, 6, -5, 6, 2, 2.2
> CC(=O)Nc1ccc(-c2nnn(CC(=O)Nc3ccc4c(c3)OCO4)n2)cc1Cl
    6, -15, -1, 0.7, 1, -1, -12, 5, 6, -2, -0.6
> O=C(O)c1cccc(S(=O)(=O)N2Cc3ccccc3C2)c1
    8, 13, -1, -0.1, -3, 12, -10, ., 12, -2, 3.2
> CCC(=O)Nc1ccc2c(c1)Cc1cc([N+](=O)[O-])ccc1-2
    -96, -200, ., 0.1, 3, 1, -62, -45, -243, -3, -0.2
> CN1CCCC(OC(=O)c2cccc(Cl)c2)C1 (configuration not stated)
    4, 13, 0, 0.0, -6, 8, -7, -2, 11, -6, 0.5

5 entries from above, reformatted:
structure	MITF TRPM1 inh	HIF-2a inh	NR2E3 ag-1	aDG glyco act	Vif inh	PDI turbidity	NR2E3 ag-2	CaV13 ICDI inh	Peg3 promoter	Exocytosis inh	hiPSC survival
Cc1ccc2c(c1)C1CN(C)CCC1N2C(=O)c1ccccc1NS(=O)(=O)c1ccc(F)cc1C (configuration not stated)	9	5	0	-0.2	4	-1	-14	-6	15	2	-1.3
CCOC(=O)/C(=N\Nc1cccc(C(F)(F)F)c1)N1CCOCC1	-13	-1	0	-0.2	-4	0	-13	7	-8	1	1.3
O=C(COc1cccnc1[N+](=O)[O-])Nc1ccc2c(c1)CCC2	-3	-131	-3	-0.1	1	-3	14	-2	-82	-6	-0.5
CC(C)C(NC(=O)c1ccco1)C(=O)NCC(c1ccco1)N(C)C (configuration not stated)	0	14	1	-0.1	2	-1	6	-5	6	2	2.2
CC(=O)Nc1ccc(-c2nnn(CC(=O)Nc3ccc4c(c3)OCO4)n2)cc1Cl	6	-15	-1	0.7	1	-1	-12	5	6	-2	-0.6
